HP1b chromo inh: HP1-beta chromodomain-methylated histone interaction inhibition; AlphaScreen HP1-beta / biotin-H3K9me3 peptide binding; Potency, µM (highest dose often 114 µM), inactives show top-dose activity change, negative = inhibition, hits mostly inhibitors; 390,000 compounds, 0.56% hits; AID 540317; note: nearly all actives have a fitted effect of over 70% in size; inactives centre near 23
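Compound inhibition of the preformed complex between 50 nM HP1-beta and 50 nM biotinylated H3K9me3 peptide was read by AlphaScreen. Buffer was PBS pH 7.4 with 0.01% Tween-20. Incubations ran 30 min at room temperature, with 10 ug/mL donor/acceptor beads.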
RGS4 inh: blocks human RGS4-accelerated GTP hydrolysis; P49798; Transcreener GDP fluorescence polarization, RGS4-accelerated GTP hydrolysis; Potency, µM (doses to about 114 µM), for the others: at the highest dose activity change, negative = inhibition, hits mostly inhibitors; 390,000 compounds, 0.039% hits; AID 504845; note: % is set by controls: 0 for no effect and ±100 for the full control effect; nearly all actives have a fitted effect of over 75% in size; some results filed as inactive show a strong effect at the top dose
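MLSMR compounds (23 nl, pin-transferred) preincubated 10 min at room temperature with a 500nM (2x) first reagent, then RGS4 at 900nM (2x) plus Transcreener GDP mix added; fluorescence polarization (620/688 nm) read before and after 90 min at 30 °C.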
Pin1 inh: inhibitors of human Pin1; Pin1 FP peptide displacement, HiFluor488, 10 min; Potency, µM (series often up to 115 µM), for inactives: at the highest dose activity, negative = inhibition, most hits filed as inhibitors; Q13526; 390,000 compounds, 0.009% hits; active = well fitted inhibition curve with a large enough effect in the polarisation, with a control signal flat, not every such curve was filed as active; inconclusive = small, poorly fitted or top-dose-only effect, or effect the other way, or a change in a side signal; inactive = no such curve, though single readings can be large or run the other way; the % refers to the polarisation; note: % is set by controls: 0 for no effect and ±100 for the full control effect
ERG Ets-DNA blk: inhibitors of human ERG Ets domain-DNA interaction. Potency, µM (titrated, usually from 76.9 µM), for inactives: top-dose FP activity, negative = inhibition, actives largely listed as inhibitors. P11308. fluorescence polarization, His-ERG Ets domain / labelled DNA. 370,000 compounds, 0.028% hits; active = well fitted inhibition curve with a large enough effect in the polarisation, with a control signal flat; inconclusive = small, poorly fitted or top-dose-only effect, or effect the other way, or a change in a side signal; inactive = no such curve, though single readings can be large or run the other way; the % refers to the polarisation;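 note: polarization taken with two DNA probes labelled with fluorescein and Texas red; % of control where 0% means no effect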
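His-tagged ERG Ets domain (1 uM in the protein solution; 300mM KCl, 50mM Tris-HCl, 1mM EDTA, 1mM DTT, pH 7.5) received compound, then a probe mix of 5 nM fluorescein-DNA and 100nM Texas-615-DNA. Fluorescence polarization was read for both dyes.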
JMJD2A Tudor inh: blocks the human JMJD2A Tudor domain; O75164; AlphaScreen JMJD2A-Tudor / H3K4me3 peptide binding; Potency, µM (titrated, usually from 114 µM), for inactives: top-dose activity change, negative = inhibition, usual class: inhibitors; 390,000 compounds, 4.4% hits; note: % is set by controls: 0 for no effect and ±100 for the full control effect; nearly all actives have a fitted effect of over 50% in size
rTrxR1 inhibitor: blocks rat thioredoxin reductase 1 | Potency, µM (highest dose often 114 µM), without a hit: top-dose activity change, negative = inhibition, most hits filed as inhibitors | recombinant rTrxR1, NADPH fluorescence consumption, selenite substrate | 390,000 compounds, 1% hits; note: % is set by controls: 0 for no effect and ±100 for the full control effect; nearly all actives have a fitted effect of over 65% in size
Target sequence (O89049 whole entry, looked up): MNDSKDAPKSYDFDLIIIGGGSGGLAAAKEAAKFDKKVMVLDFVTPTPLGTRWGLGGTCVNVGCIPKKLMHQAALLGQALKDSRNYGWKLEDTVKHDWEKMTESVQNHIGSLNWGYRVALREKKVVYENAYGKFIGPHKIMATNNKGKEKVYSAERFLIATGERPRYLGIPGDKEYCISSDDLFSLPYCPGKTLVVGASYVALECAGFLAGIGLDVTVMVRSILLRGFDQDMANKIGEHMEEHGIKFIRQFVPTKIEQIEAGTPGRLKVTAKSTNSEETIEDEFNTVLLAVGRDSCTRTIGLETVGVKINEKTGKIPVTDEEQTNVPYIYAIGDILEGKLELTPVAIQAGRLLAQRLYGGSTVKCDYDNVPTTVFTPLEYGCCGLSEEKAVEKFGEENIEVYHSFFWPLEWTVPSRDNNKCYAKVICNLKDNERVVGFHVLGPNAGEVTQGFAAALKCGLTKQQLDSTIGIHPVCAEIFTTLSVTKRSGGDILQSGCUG
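Rat TrxR1 (90 nM in the dispensed reagent) was pre-reduced with 400 uM NADPH for 5 min at room temperature, then incubated with compound for 15 min. After 400 uM selenite was added, NADPH fluorescence (Ex 340/Em 450 nm) was followed for 8 min.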
GLS inh: inhibitors of human glutaminase (GLS); GLS enzymatic activity, qHTS titration; Potency, µM (series often up to 45.5 µM), for inactives: at the top dose activity change, negative = inhibition, usual class: inhibitors; 410,000 compounds, 0.21% hits; note: % is set by controls: 0 for no effect and ±100 for the full control effect
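hKGA; 45 mM KH2PO4 pH 8.2 + 0.02% Tween-20; cpd via pin tool; 1 mM Gln soln; GluOx/HRP/Amplex Red; RT 30 min; fluor. t0 & final.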
PGK inhibitor: blocks T. brucei phosphoglycerate kinase; AID 602233; PGK/GAPDH coupled, Kinase-Glo luminescence, 60 min; 380,000 compounds, 0.043% hits; Potency, µM (top dose mostly 57.5 µM), for the others: at the highest dose activity change, negative = inhibition, hits mostly inhibitors; note: % is set by controls: 0 for no effect and ±100 for the full control effect; nearly all actives have a fitted effect of over 60% in size
Target sequence (P07378 whole entry, looked up): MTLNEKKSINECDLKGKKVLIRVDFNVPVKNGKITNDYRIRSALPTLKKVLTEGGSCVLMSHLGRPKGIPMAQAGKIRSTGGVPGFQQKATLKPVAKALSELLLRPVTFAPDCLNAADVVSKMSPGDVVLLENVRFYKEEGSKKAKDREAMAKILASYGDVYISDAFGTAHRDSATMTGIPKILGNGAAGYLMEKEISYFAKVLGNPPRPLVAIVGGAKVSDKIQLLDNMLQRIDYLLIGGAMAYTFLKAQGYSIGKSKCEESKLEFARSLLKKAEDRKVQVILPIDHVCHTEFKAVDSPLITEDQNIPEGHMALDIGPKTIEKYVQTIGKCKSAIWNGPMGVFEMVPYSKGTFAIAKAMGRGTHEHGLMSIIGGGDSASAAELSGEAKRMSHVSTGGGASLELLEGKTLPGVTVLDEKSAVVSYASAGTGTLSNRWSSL
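Recombinant glycosomal PGK reaction used 1,3-bisphosphoglycerate generated in-well by GAPDH (100nM final) in 100mM TEA pH 7.6, 5mM MgCl2, 0.01% Tween-20. After 60 minutes at room temperature, ATP was read by Kinase-Glo Plus luminescence end-point.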
ALOX12 inh: blocks human arachidonate 12S-lipoxygenase; purified 12hLO, xylenol orange hydroperoxide absorbance; Potency, µM (doses to about 108 µM), for inactives: top-dose activity change, negative = inhibition, usual class: inhibitors; 580,000 compounds, 1.1% hits; note: % is set by controls: 0 for no effect and ±100 for the full control effect
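Purified human 12hLO at 150 nM in 25 mM Hepes, 0.01% Triton X-100, pH 7.0, preincubated 15 min at room temperature with compound. Reaction started with 40 uM arachidonic acid, 30 min at room temperature. Hydroperoxide measured by Fe-xylenol orange, 573/405 nm absorbance ratio.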
An asterisk follows results filed as active; i = inactive; ? = inconclusive; nt = no result given; & = joins results of further samples; [ ] = remark or other dose. Unless noted, calls come from the whole dose curve; as a rule, active = well fitted curve in the direction sought with a large enough effect; inconclusive = small, poorly fitted or top-dose-only effect, or another doubt; inactive = no such curve, though single readings can be large; an effect the other way counts as inactive or inconclusive. Potency is the fitted concentration of half-maximal effect. This is a subset; the hit share may differ from the screen's.

SMILES	HP1b chromo inh	RGS4 inh	Pin1 inh	ERG Ets-DNA blk	JMJD2A Tudor inh	rTrxR1 inhibitor	GLS inh	PGK inhibitor	ALOX12 inh
CCCN1CCN(C(=O)Cn2ncc3ccccc32)CC1	45%[activator]	-26%	-11%	24%	-12%	?	-8%	-11%	-13%
COC(=O)[C@]1(C)N[C@H](CN(C)C(=O)Nc2ccc(Cl)cc2)[C@@H]2C(=O)N(Cc3ccccc3)C(=O)[C@@H]21	16%	4%	5%	-3%	-24%	14%	-1%	-10%	-2%
COc1ccc(C(=O)NCCOc2cccc(OC)c2)cc1	45%[activator]	-15%	-1%	-4%	-2%	21%	-7%	-8%	1%
COc1ccc(CC(=O)OCC(=O)N2CCN(S(=O)(=O)c3ccc(C)cc3C)CC2)cc1	21%	9%	?	-3%	-17%	0%	3%	-8%	4%
Cc1ccc(NC(=O)COc2ccc(Br)cn2)cc1	36%	-25%	-4%	6%	-4%	8%	-4%	-1%	-11%
COC(=O)c1ccccc1NC(=O)c1nc(SCc2ccccc2C)ncc1Cl	13%	17%	-2%	6%	-18%	19%	-1%	nt	-12%
Clc1ccccc1-c1nnc(-c2ccccc2Cl)o1	90%[activator]	5%	4%	nt	69%[activator]	6%	-6%	-2%	-2%
O=C1CCC([N+](=O)[O-])C(c2ccccc2C(F)(F)F)N1 (centres undefined)	19%	5%	-1%	-5%	-3%	17%	1%	-6%	0%
CN1CCN(c2ccccc2NC(=O)c2ccc(-c3ccc(Cl)cc3Cl)o2)CC1	4%	-2%	-3%	0%	?	3%	2%	1%	-3%
COC(=O)CN(c1cccc(C)c1)S(=O)(=O)c1ccccc1	30%	-5%	4%	2%	-9%	20%	-9%	-3%	i
O=C(COC(=O)/C=C/c1ccc(F)cc1)NC1CC1	18%	-16%	2%	20%	-7%	17%	11%	i	1%
COc1cc(/C=N/O)ccc1Oc1cnccn1	30%[57 µM]	-15%	-6%	2%	-2%	11%	-2%	4%	10%
O=C(CN1CCCC1)NCc1ccccc1	27%	-17%	6%	3%	10%	13%	1%	0%	0%
O=C(c1cc(Cl)nc2ccccc12)N1CCN(S(=O)(=O)c2ccccc2[N+](=O)[O-])CC1	-7%	3%	-2%	-1%	-27%	7%	4%	-7%	i
CCn1c(COc2ccccc2)nc2ccccc21	54%[activator]	-17%	9%	0%	-7%	0%	-4%	2%	-1%

Some of these compounds in order of length of the SMILES, low to high.
SMILES	HP1b chromo inh	RGS4 inh	Pin1 inh	ERG Ets-DNA blk	JMJD2A Tudor inh	rTrxR1 inhibitor	GLS inh	PGK inhibitor	ALOX12 inh
COc1cc(/C=N/O)ccc1Oc1cnccn1	30%[57 µM]	-15%	-6%	2%	-2%	11%	-2%	4%	10%
Cc1ccc(NC(=O)COc2ccc(Br)cn2)cc1	36%	-25%	-4%	6%	-4%	8%	-4%	-1%	-11%
CCCN1CCN(C(=O)Cn2ncc3ccccc32)CC1	45%[activator]	-26%	-11%	24%	-12%	?	-8%	-11%	-13%
COc1ccc(C(=O)NCCOc2cccc(OC)c2)cc1	45%[activator]	-15%	-1%	-4%	-2%	21%	-7%	-8%	1%
O=C(COC(=O)/C=C/c1ccc(F)cc1)NC1CC1	18%	-16%	2%	20%	-7%	17%	11%	i	1%
COC(=O)CN(c1cccc(C)c1)S(=O)(=O)c1ccccc1	30%	-5%	4%	2%	-9%	20%	-9%	-3%	i
O=C1CCC([N+](=O)[O-])C(c2ccccc2C(F)(F)F)N1 (centres undefined)	19%	5%	-1%	-5%	-3%	17%	1%	-6%	0%
COC(=O)c1ccccc1NC(=O)c1nc(SCc2ccccc2C)ncc1Cl	13%	17%	-2%	6%	-18%	19%	-1%	nt	-12%
CN1CCN(c2ccccc2NC(=O)c2ccc(-c3ccc(Cl)cc3Cl)o2)CC1	4%	-2%	-3%	0%	?	3%	2%	1%	-3%
COc1ccc(CC(=O)OCC(=O)N2CCN(S(=O)(=O)c3ccc(C)cc3C)CC2)cc1	21%	9%	?	-3%	-17%	0%	3%	-8%	4%
O=C(c1cc(Cl)nc2ccccc12)N1CCN(S(=O)(=O)c2ccccc2[N+](=O)[O-])CC1	-7%	3%	-2%	-1%	-27%	7%	4%	-7%	i
COC(=O)[C@]1(C)N[C@H](CN(C)C(=O)Nc2ccc(Cl)cc2)[C@@H]2C(=O)N(Cc3ccccc3)C(=O)[C@@H]21	16%	4%	5%	-3%	-24%	14%	-1%	-10%	-2%

The list goes on.
SMILES	HP1b chromo inh	RGS4 inh	Pin1 inh	ERG Ets-DNA blk	JMJD2A Tudor inh	rTrxR1 inhibitor	GLS inh	PGK inhibitor	ALOX12 inh
Cc1cccc(-c2noc(-c3cccnc3NCc3ccc(Cl)cc3)n2)c1	9%	-2%	39%[activator]	1%	?	18%	-6%	-8%	-2%
COC(=O)CCCCCCCCCC[N+]1(C)CCCCC1	13%	-37%	-2%	-1%	?	13%	7%	4%	?
CCOc1ccc(/C=N/Nc2ccc(Cl)nn2)c(O)c1	21%	6%	0%	-2%	-15%	5%[57.1 µM]	-1%	i	-9%
COC(=O)C1CCN(C(=O)COc2ccc(S(=O)(=O)N3CCOCC3)cc2Cl)CC1	7%	16%	-3%	-3%	-9%	23%	-19%	-8%	0%
Cc1ccc(S(=O)(=O)/N=S(\C)C(C)C)cc1 (centres undefined)	2%	?	4%	-14%	50µM*	8%[57.1 µM]	-19%	-8%	-12%
CC1CN(C2CCCCC2)C(=S)N(c2ccccc2)C1=O (centres undefined)	-5%[57 µM]	13%	0%	-4%	-2%	-11%[2.29 µM]	4%	-8%	-2%
CCOC(=O)c1c2c3c(cccc3[nH]c1=O)C(=O)c1ccccc1-2	22%	15%	?	2%	-18%	1%[57.1 µM]	-2%	6%	?
O=c1c2c3nc4ccccc4nc3n(/N=C/c3ccccn3)c2ncn1-c1ccccc1	28%	6%	-4%	29%	-19%	26%[11.4 µM]	-3%	-10%	35%
CCc1ccc(C(=O)NNC(=O)c2cccc(S(=O)(=O)N3CCN(C)CC3)c2)cc1	6%	30%	?	11%	-19%	-8%	14%	-4%	-17%
COc1ccc(N2C(=O)Cc3c2nc(N)c(C#N)c3N)cc1	-8%	6%	-5%	1%	-18%	-1%	0%	i	0%
Cn1cc(C(=O)N/N=C/c2ccc([N+](=O)[O-])cc2)c2ccccc21	31%	17%	4%	-3%	0%	25%[57.1 µM]	4%	-4%	22%
COc1ccccc1CNC(=O)CCc1c(C)nc2cc(-c3ccccc3OC)nn2c1C	31%&24%	15%&3%	?	?	-8%&-11%	-27%&6%	9%&4%	5%&2%	-19%&0%
O=C(O)CC(NC(=S)NCc1ccccc1)C(=O)O (centres undefined)	36%	-33%	-13%	-3%	-2%	?	-2%	-3%	-14%
COCC(C)NC(=O)c1cc(-c2cccc(OC)c2)on1 (centres undefined)	44%[activator]	-22%	-7%	2%	2%	-6%	-1%	-4%	3%
COc1ccc(OC2C(=O)N(c3ccc(F)cc3)C2c2ccc(OC)c(OC)c2)cc1 (centres undefined)	33%	6%	-2%	nt	-10%	29%	-13%	-7%	7%[57.4 µM]
COCCNC(=O)C(C)N(c1ccc(Oc2ccccc2)cc1)S(C)(=O)=O (centres undefined)	26%	18%	2%	1%	-6%	-5%	11%	-1%	149%[activator]
CCOc1cc(/C=C2/NC(=O)N(Cc3ccccc3F)C2=O)ccc1O	21%	5%	0%	3%	-2%	-7%	13%	i	0%
C[C@H](CO)N1C[C@H](C)[C@@H](CN(C)Cc2ccc(-c3ccccc3)cc2)Oc2c(NC(=O)Nc3ccc(C(F)(F)F)cc3)cccc2C1=O	28%	-21%	1%	-3%	-21%	12%	-8%	-6%	-7%
O=C(O)c1cccnc1SCc1ccccc1Cl	44%[activator]	-5%	-1%	-2%	1%	19%[57.1 µM]	10%	i	-10%
COC(=O)c1ccc(/C=N\NC(=O)c2ccc(C)cc2Cl)cc1	13%	-17%	5%	nt	-9%	0%	-7%	-10%	24%
Cc1nn(C(=O)c2ccccc2)c(C)c1S(=O)(=O)N1CCCCCC1	37%[57 µM]	-2%	-12%	1%	10%	-10%[57.1 µM]	15%	-4%	-7%
CCN(CC)C(=O)CNC(=S)N(CCCN1CCOCC1)Cc1cccs1	21%	-3%	-8%	-3%	1%	10%	2%	4%	-3%
COC(=O)c1cccc(CSc2nc(-c3ccccc3)c(C#N)c(=O)[nH]2)c1	22%	10%	-11%	-1%	-18%	4%	24%	-20%	9%
CCOC(CNCc1cc(C)c2[nH]c3ccccc3c2c1C)OCC	0%	1%	-3%	2%	-16%	11%[57.1 µM]	-4%	-1%	-22%
O=C(/C=C/c1ccccc1Cl)Nc1ccc(S(=O)(=O)Nc2ncccn2)cc1	8%	-14%	3%	8%	-18%	1%	2%	-10%	0%
